Screening results as filed in PubChem.
K1F lysis inhibition = inhibition of K1F phage lysis, E. coli UTI89, bacterial capsule biogenesis inhibitors, alamar blue (AID 488966); E. coli UTI89 K1F phage lysis, alamar blue, 2 h; higher % means a stronger effect; one-dose inhibition, % at 100 µM; IC50 in µM for titrated hits; 340,000 compounds, 0.02% hits;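 active = phage lysis inhibition, versus mean bacterial control, above a set limit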;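 note: capsule biogenesis inhibitors block K1F phage lysis so surviving cells raise fluorescence; higher fluorescence means more inhibition of phage lysis; actives were called in the ten point dose series up to 300 µM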
* hit, by the source's call; [ ] = remark or other dose. A portion of the library (hit frequency here may not be typical).

Sample of the layout, 3 compounds:
SMILES	K1F lysis inhibition
CCN(CC)S(=O)(=O)c1cccc(NC(=O)CN2C(=O)NC3(CCOc4ccccc43)C2=O)c1 (stereo not given)	-0.1%[50 µM]
CC(=O)c1cccc(N(CC(=O)NC2CCCCC2)C(=O)CNC(=O)c2cccs2)c1	0.4%
C#C[C@]1(O)CC[C@H]2[C@@H]3CCC4=CC(=O)CC[C@@H]4[C@H]3CC[C@@]21C	3.6%

The list itself, from the first entry:
SMILES	K1F lysis inhibition
CCN(CC)S(=O)(=O)c1cccc(NC(=O)CN2C(=O)NC3(CCOc4ccccc43)C2=O)c1 (stereo not given)	-0.1%[50 µM]
CC(=O)c1cccc(N(CC(=O)NC2CCCCC2)C(=O)CNC(=O)c2cccs2)c1	0.4%
C#C[C@]1(O)CC[C@H]2[C@@H]3CCC4=CC(=O)CC[C@@H]4[C@H]3CC[C@@]21C	3.6%
CN(c1ccccc1)S(=O)(=O)c1ccc(Cl)c(C(=O)OCC(=O)c2c(N)n(C)c(=O)n(C)c2=O)c1	0.5%[50 µM]
Cc1c(C(=O)NNC(=O)c2ccccc2O)oc2ccc(Br)cc12	-0.8%[50 µM]
O=C(Cc1ccccc1)NN1CCCCC1	0.2%
NC(=O)c1ccccc1NC(=O)CCn1c(=S)oc2ccccc21	0.1%
COc1ccc(OC)c(-c2csc(NC(=O)Cc3ccccc3OC)n2)c1	0.3%
O=C(C1CCN(S(=O)(=O)c2ccc(Cl)cc2)CC1)N1CCCC1	0.0%
C[C@H](CO)N1C[C@H](C)[C@@H](CN(C)S(=O)(=O)c2ccc(Cl)cc2)Oc2ccc(NS(=O)(=O)c3ccccc3)cc2CC1=O	-2.6%
CCOC(=O)CNC(=O)C1(/C=C/c2ccccc2)CC(=O)N1c1ccc(OC)cc1 (stereo not given)	0.0%
CCOC(=O)c1cnc2c(-c3ccccc3)c(-c3ccccc3)nn2c1C	0.2%
Cc1ccnc2c1ccc1ccccc12	0.2%
O=C(NCCCN1CCCC1=O)Nc1ccc(Br)cc1Cl	1.8%[50 µM]
Cc1ccc(NS(=O)(=O)c2ccc(OCC(=O)NCc3ccccn3)cc2)cc1	-0.1%
O=C(N/N=C/c1ccccc1[N+](=O)[O-])c1ccncc1	0.3%
Cc1ccc(NC(=O)C2COc3ccccc3O2)cc1 (stereo not given)	-0.9%
CCCc1cc(=O)n2[nH]c(-c3cccc(Br)c3)cc2n1	0.4%
Cc1[nH]nc(-c2cccnc2)c1N=NN(C)C	-6.1%
N#C/C(=C\c1c(Oc2ccccc2F)nc2ccccn2c1=O)C(=O)NC1CCS(=O)(=O)C1 (stereo not given)	0.1%
O=C(COC(=O)c1ccc(Cl)nc1)Nc1cccc(S(=O)(=O)N2CCCCC2)c1	0.3%[50 µM]
O=S(Cc1ccc(Cl)cc1)c1ccccc1 (stereo not given)	-0.5%
COC(=O)c1c(NC(=O)C2CC=CCC2C(=O)O)sc2c1CCCCC2 (stereo not given)	-0.3%
O=C(CCC(=O)N1CCSc2ccccc21)NCc1cccc(Cl)c1	-2.0%
Cc1oc(-c2ccc(Cl)cc2)nc1CS(=O)CC(=O)NCCCN1CCN(Cc2ccccc2)CC1 (stereo not given)	0.1%

7 entries from above, as comma-separated lines:
SMILES,K1F lysis inhibition
O=C(N/N=C/c1ccccc1[N+](=O)[O-])c1ccncc1,0.3%
CC(=O)c1cccc(N(CC(=O)NC2CCCCC2)C(=O)CNC(=O)c2cccs2)c1,0.4%
CCOC(=O)c1cnc2c(-c3ccccc3)c(-c3ccccc3)nn2c1C,0.2%
O=C(NCCCN1CCCC1=O)Nc1ccc(Br)cc1Cl,1.8%[50 µM]
O=C(Cc1ccccc1)NN1CCCCC1,0.2%
CCCc1cc(=O)n2[nH]c(-c3cccc(Br)c3)cc2n1,0.4%
CCOC(=O)CNC(=O)C1(/C=C/c2ccccc2)CC(=O)N1c1ccc(OC)cc1 (stereo not given),0.0%

The list goes on.
SMILES	K1F lysis inhibition
NS(=O)(=O)c1ccc(CCNC(=O)c2ccncc2)cc1	-0.4%
CC1(C(=O)NNC(=O)c2ccc([N+](=O)[O-])cc2)CC1(Br)Br (stereo not given)	0.1%
O=C(c1cccs1)N(CCN1CCCCC1)CC1CCCN(C2CCCC2)C1 (stereo not given)	-0.1%
COc1ccc(CCNS(=O)(=O)c2cccc([N+](=O)[O-])c2)cc1OC	-0.4%
COc1ccc(CNC(=O)CCS(=O)(=O)c2ccc3c(c2)NC(=O)C(C)S3)cc1 (stereo not given)	0.0%
COc1cc(NC(=O)c2ccccc2OCc2ccccc2)cc(OC)c1OC	0.0%
COC(=O)c1ccc(CSC2=NC[C@@H]3[C@@H]4C(=O)N(Cc5ccccc5)C(=O)[C@@H]4[C@](Cc4ccccc4)(C(=O)OC)N23)cc1	0.0%
Cc1ccc(C(C(=O)NCc2ccccc2)N(Cc2ccco2)C(=O)c2snc(C(N)=O)c2N)o1 (stereo not given)	-1.2%
O=C(CN1C(=O)c2ccc([N+](=O)[O-])cc2C1=O)NCC1CCCO1 (stereo not given)	3.1%[50 µM]
CNc1snc(C)c1C(=O)OCC(=O)c1ccc(Cl)cc1	1.0%[50 µM]
COC(=O)c1ccc(NC(=O)Cn2nc(C(=O)Nc3ccc(C)cc3)ccc2=O)cc1	0.1%
CCc1nnc(NC(=O)c2oc3ccc(Br)cc3c2C)s1	-1.6%
O=C(O)c1cccc(-n2c(/C=C/c3cccc([N+](=O)[O-])c3)nc3ccccc3c2=O)c1	0.2%
O=C(CSc1nnc(Cc2ccccc2)o1)Nc1ccc(N2CCOCC2)cc1	1.2%[50 µM]
CC(C)C1Nc2ccc(C(=O)NC3CCCCC3)cc2NC1=O (stereo not given)	-0.2%
CCOc1ccc(CCNC(=O)C2CC(=O)N(Cc3ccc(C)cc3)C2)cc1OCC (stereo not given)	0.8%[50 µM]
COc1cc(C(=O)Nc2sc3c(c2C(=O)O)CCC3)cc(OC)c1OC	-0.2%
Cc1ccsc1C(=O)Nc1ccccc1N1CCCC1	0.6%[50 µM]
CCC[C@@H]1Cc2ccccc2N1C(C)=O	-0.1%
CCCOc1cccc(-c2nnc(NC(=O)c3ccco3)s2)c1	0.2%
Cc1ccc(OCCNC(=O)CNC(=O)c2ccc(C)cc2)cc1	0.8%
O=C(Cc1ccc2c(c1)OCCO2)Nc1ccc(Cl)c(S(=O)(=O)N2CCOCC2)c1	0.5%[50 µM]
Cc1[nH]n(-c2ccccc2)c(=O)c1N=Nc1ccc(F)cc1	-0.1%
Cc1ccc(NC(=O)COC(=O)Cc2cccs2)cc1S(=O)(=O)N1CCOCC1	-0.1%
CN(C(=S)NC(=O)C1CC1)c1ccc(O)cc1	1.0%[50 µM]

The list goes on:
SMILES	K1F lysis inhibition
Cc1ccc(S(=O)(=O)NC(=S)c2ccccc2)cc1	0.2%
CCCCn1cnc2c(c(CC#N)nn2-c2ccccc2)c1=N	2.4%
Cc1ccc(NC(=S)NC(=O)C2CCCC2)c(Br)c1	-0.7%[50 µM]
CSc1nc(O)c(C(c2ccc(C)cc2)c2c(O)nc(SC)[nH]c2=O)c(=O)[nH]1	0.1%
CC1CCCCC1NC(=O)COC(=O)CCC(=O)c1cccs1 (stereo not given)	0.4%[50 µM]
CC(=O)Nc1ccc(NC(=O)CSc2nc3c(=O)n(C)c(=O)n(C)c3n2C)cc1	1.2%[50 µM]
O=C(COC(=O)C12CC3CC(CC(C3)C1)C2)Nc1ccc2[nH]c(=O)[nH]c2c1	0.6%[50 µM]
COc1ccc(CN(CCC(C)C)S(=O)(=O)c2ccccc2Br)cc1	0.3%
COc1cc(/C(C)=N/NC(=O)c2cccc(S(=O)(=O)N3CCCC3)c2)cc(OC)c1OC	0.1%[50 µM]
CC(OC(=O)c1ccc2ncsc2c1)C(=O)N(C)C1CCCCC1 (stereo not given)	0.5%[50 µM]
O=C(c1ccccc1)N1CCN(C(=O)c2ccc3c(c2)OCO3)CC1	0.6%
COc1cc(NC(=O)NCc2ccco2)ccc1-c1ccc(NC(=O)NCc2ccco2)cc1OC	-1.4%
O=C(CN1CCN(C(=O)C2CCC2)CC1)Nc1ccc(F)cc1	0.6%[50 µM]
CCc1ccc(NC(=O)CCC(=O)N2CCSc3ccccc32)cc1	-2.3%
Cc1ccc(N2CCN(C(=O)C3CCCN(c4ncnc5c4nc4n5CCCCC4)C3)CC2)c(C)c1 (stereo not given)	0.2%
CCCOC(=O)c1c(-c2ccccc2)nc(CC)c(C(=O)SCC)c1CCC	1.8%
O=C(NCCCN1CCCC1)Nc1ccc(F)cc1	0.1%
COCCCNC(=O)CSc1nc2cc(C(=O)NCCOC)ccc2c(=O)n1Cc1ccc2c(c1)OCO2	1.3%
COc1ccc(N2CCN(C(=O)CNC(=O)Cc3ccccc3)CC2)cc1	3.2%[50 µM]
COc1ccc(/C=N/NC(=O)c2[nH]c3ccc(Cl)cc3c2-c2ccccc2)c(C(=O)O)c1OC	-0.4%
CCOC(=O)c1c(S(=O)(=O)N2CCCC(C)C2)c(C)n(C)c1C (stereo not given)	-1.7%
O=C(NNC(=O)c1cc2ccccc2cc1O)Nc1ccccc1F	-0.1%
CC(C)(CNC(=O)CCNC(=O)c1ccc(Br)cc1)N1CCOCC1	0.6%[50 µM]
CCOc1ccc(N2C(=O)CC(NC3CCN(C(=O)c4ccc(F)cc4)CC3)C2=O)cc1 (stereo not given)	1.6%[50 µM]
O=C(COc1ccccc1)Nc1nnc(-c2ccccc2Cl)o1	1.9%

Next records
SMILES	K1F lysis inhibition
COCCNc1nnc(SCC(=O)NC2CCCCC2)s1	0.7%[50 µM]
COc1ccccc1NC(=O)CSc1nnc2ccc(-c3ccccn3)nn12	1.5%[50 µM]
C=CCN1C(=O)N(c2ccccc2)C(=O)C1CC(=O)Nc1ccc(OC)cc1 (stereo not given)	-0.1%
CN(CC(=O)Nc1ccc(Cl)cc1)S(=O)(=O)c1ccc2c(c1)n(C)c(=O)c(=O)n2C	0.6%
O=S(=O)(c1ccccc1OC(F)(F)F)N1CCN(c2ccnc3cc(Cl)ccc23)CC1	2.0%[50 µM]
Cc1ccc(NC(=O)CSc2nc3ccccc3c(=O)n2CC2CCCO2)cc1 (stereo not given)	0.7%[50 µM]
CCOc1ccc(NCc2cccn2-c2nnc(N3CCC(C(=O)NCCCN4CCCCC4)CC3)s2)cc1	-0.2%
O=C(Cn1nnc(-c2ccc3c(c2)OCO3)n1)Nc1ccccc1C(=O)O	-0.2%
O=C(CNC(=O)c1ccc(Cl)cc1)OCCN1C(=O)c2ccccc2C1=O	0.7%[50 µM]
COc1cc(C(=O)OCC(=O)Nc2ccc(OC(F)F)cc2)cc(OC)c1OC	0.1%
CC1(c2nnc(-c3cccc(Cl)c3)o2)CC(c2ccc(F)cc2)=NO1 (stereo not given)	0.4%
Cc1ccc(NC(=O)CSc2ccccc2)cc1S(=O)(=O)N1CCCCC1	0.9%[50 µM]
O=C(Nc1ccc(OC(F)(F)F)cc1)c1ccc2c(c1)no[n+]2[O-]	-0.1%
Cc1cc(NC(=O)Nc2cccc(Cl)c2)n(C(C)(C)C)n1	0.4%
Nc1cc(=O)[nH]c(SCc2cccc3ccccc23)n1	1.1%
Cc1ccc(-n2c(SCC(=O)NC3CCS(=O)(=O)C3)nc3ccccc3c2=O)cc1C (stereo not given)	1.2%[50 µM]
O=C1NC(=O)C(c2ccccc2)N1 (stereo not given)	4.7%
CNC(=O)C(=O)Nc1cc2c3c(c1)CCN3C(=O)CC2	0.1%
O=C(O)c1cc(Cl)c(Cl)cc1C(=O)N(Cc1ccccc1)Cc1ccccc1	-1.7%
CCCCCN(C(=O)CCC(=O)OC(C)C(=O)NC1CCCCC1)c1c(N)n(CCCC)c(=O)[nH]c1=O (stereo not given)	0.4%[50 µM]
CC1(C)CC2CC(C)(CN2C(=O)COC(=O)c2cncc(Br)c2)C1 (stereo not given)	0.5%[50 µM]
COCCCN(C(=O)CSCc1c(C)noc1C)c1c(N)n(Cc2ccccc2)c(=O)[nH]c1=O	1.0%[50 µM]
Fc1cccc(Cl)c1CNCc1cccnc1	0.0%
CC1(C)SC2C(C(=O)O)N=C(Cc3ccccc3)N2C1C(=O)O (stereo not given)	3.0%
COc1ccc(NC(C)=O)cc1NC(=O)CSc1nnc(C2CCCCC2)n1N	0.0%

Next entries follow:
SMILES	K1F lysis inhibition
C[C@H]1CN([C@@H](C)CO)C(=O)c2cccc(NS(=O)(=O)c3ccc(F)cc3)c2O[C@H]1CN(C)S(=O)(=O)c1cn(C)cn1	0.0%
O=C(NN=Cc1c(F)cccc1F)c1ccccc1NS(=O)(=O)c1cccs1	-1.8%
CCc1ccc(S(=O)(=O)N2CCN(C(=O)C3CCN(C(C)=O)CC3)CC2)cc1	1.9%[50 µM]
Cc1cc(C(=O)CSc2ncnc3ccccc23)c(C)n1C1CC1	0.6%[50 µM]
CCN1CCN(C(=O)N(CC(=O)Nc2ccc(C(N)=O)cc2)S(=O)(=O)c2ccc(C)cc2)CC1	1.2%[50 µM]
CCCCN(C(=O)CN(C)CC(=O)Nc1cccc(OC)c1)c1c(N)n(CCCC)c(=O)[nH]c1=O	0.5%[50 µM]
Cc1ccc2oc(C(=O)N3CCC(N4CCSCC4)CC3)c(C)c2c1	-0.3%
O=C(Nc1cccc([N+](=O)[O-])c1)C1CCN(C(=O)Cc2ccccc2)CC1	-0.2%
CC(C)C[C@@]12C(=O)N(c3ccc(Br)cc3)C(=O)N1[C@H](c1ccc(Br)cc1)[C@@H]1C(=O)N(C(C)(C)C)C(=O)[C@@H]12	1.5%
O=C(NCc1ccco1)C1CCCN1C(=O)Nc1ccccc1[N+](=O)[O-] (stereo not given)	0.3%
O=S(=O)(NC1CCCCC1)c1ccc(Br)s1	0.1%
Cc1cccc(NC(=O)CSCC(=O)N2CCN(c3cccc(C(F)(F)F)c3)CC2)c1	-1.5%[50 µM]
COc1ccc(C(=O)OCC(=O)NC2CCCCCC2)c(OC)c1	0.9%[50 µM]
C/C(=N/NC(=O)c1cc2ccccc2cc1O)c1ccco1	1.1%[50 µM]
